Screening results: PubChem, National Center for Advancing Translational Sciences (NCATS)
Tau FP inhib: inhibitors of human tau fibril formation; P10636; K18 P301L tau heparin fibrillization, Alexa594 FP, 6 h; Potency, µM (top dose mostly 57.7 µM), inactives show top-dose activity, negative = inhibition, most hits filed as inhibitors; 280,000 tested, 0.39% active; AID 1468; note: nearly all actives have a fitted effect of over 55% in size
Target sequence (P10636 561-689 P618L limits assumed): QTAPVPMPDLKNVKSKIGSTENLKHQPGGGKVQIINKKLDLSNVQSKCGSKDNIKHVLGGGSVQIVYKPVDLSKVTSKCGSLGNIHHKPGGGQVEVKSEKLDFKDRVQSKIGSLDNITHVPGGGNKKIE
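Read-out: fluorescence polarization of Alexa 594-labeled tau (0.24 uM), 555 nm excitation, 632 nm emission. Mixtures held 15 uM unlabeled K18 P301L, compound and 20 uM heparin, pH 7 acetate buffer, incubated 6 hr at 37 C.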
TR SRC2 fluor cs: Texas Red fluorescence interference in TRb-SRC2 counter-screen; TRb/SRC2 Texas Red total fluorescence interference; Potency, µM (titrated, usually from 106 µM), for the others: at the top dose fluorescence change, negative = quenching; 280,000 tested, 0.29% active; AID 1479; active = well fitted curve in either direction with a large enough effect; inconclusive = small, poorly fitted or top-dose-only effect
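Human TRb ligand-binding domain at 0.6 uM with 20 nM Texas Red SRC2 peptide in Tris buffer containing 1 uM T3 and 5% DMSO, incubated with compound 5 h at ambient temperature. Total fluorescence (555/632 nm) calculated as parallel + 2 × perpendicular.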
JMJD2E inh: inhibitors of human JMJD2E histone demethylase; JMJD2E catalytic domain, FDH-coupled NADH fluorescence (FDH is formaldehyde dehydrogenase); 230,000 tested, 1.6% active; AID 2147; Potency, µM (titrated, usually from 57.1 µM), for inactives: at the highest dose activity change, negative = inhibition, most hits filed as inhibitors; active = well fitted inhibition curve with a large enough effect, not every such curve was filed as active; inconclusive = small, poorly fitted or top-dose-only effect, or another doubt; inactive = no such curve, though single readings can be large or run the other way;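 note: 0% = wells with enzyme and -100% = buffer wells without enzyme; nearly all actives have a fitted effect of over 50% in size; many of its hits are not listed in these tables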
Target sequence (B2RXH2 1-337 limits assumed): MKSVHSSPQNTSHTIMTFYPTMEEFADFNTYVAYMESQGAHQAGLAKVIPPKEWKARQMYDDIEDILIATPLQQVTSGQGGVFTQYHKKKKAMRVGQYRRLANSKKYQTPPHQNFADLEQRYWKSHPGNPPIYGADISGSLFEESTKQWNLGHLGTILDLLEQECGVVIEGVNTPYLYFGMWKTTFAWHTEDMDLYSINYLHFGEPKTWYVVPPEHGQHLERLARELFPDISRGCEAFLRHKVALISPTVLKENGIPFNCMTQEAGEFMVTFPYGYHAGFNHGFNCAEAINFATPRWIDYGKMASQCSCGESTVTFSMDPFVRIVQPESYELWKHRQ
RECQ1 inh: inhibitors of human RECQ1 DNA helicase; P46063; RECQ1 DNA unwinding, red fluorescence kinetic read; Potency, µM (series often up to 57.3 µM), for the others: at the top dose activity, negative = inhibition, usual class: inhibitors; 240,000 tested, 0.54% active;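 note: plate controls were vehicle for no effect and no enzyme for full effect; nearly all actives have a fitted effect of over 30% in size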
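RECQ1T1 50 nM; forked duplex (20 bp + 30-nt ss tails) 200 nM, ATP 2 mM final; pH 8.0, 2 mM MgCl2, 2.5 ug/ml poly(dI-dC); 15 min compound preincubation; discontinuous kinetic read over 2 h at RT.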
TRb-SRC2 inh: disrupts binding of human TR beta to SRC2. P10828. AID 1469. Potency, µM (highest dose often 106 µM), without a hit: at the top dose activity change, negative = inhibition, most hits filed as inhibitors. TRbeta-SRC2 peptide binding, fluorescence polarization; receptor liganded with 1 µM T3. 280,000 tested, 0.065% active;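 note: plate controls were bound peptide for no effect and peptide without receptor for full effect; nearly all actives have a fitted effect of over 50% in size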
Target sequence (P10828 whole entry, looked up): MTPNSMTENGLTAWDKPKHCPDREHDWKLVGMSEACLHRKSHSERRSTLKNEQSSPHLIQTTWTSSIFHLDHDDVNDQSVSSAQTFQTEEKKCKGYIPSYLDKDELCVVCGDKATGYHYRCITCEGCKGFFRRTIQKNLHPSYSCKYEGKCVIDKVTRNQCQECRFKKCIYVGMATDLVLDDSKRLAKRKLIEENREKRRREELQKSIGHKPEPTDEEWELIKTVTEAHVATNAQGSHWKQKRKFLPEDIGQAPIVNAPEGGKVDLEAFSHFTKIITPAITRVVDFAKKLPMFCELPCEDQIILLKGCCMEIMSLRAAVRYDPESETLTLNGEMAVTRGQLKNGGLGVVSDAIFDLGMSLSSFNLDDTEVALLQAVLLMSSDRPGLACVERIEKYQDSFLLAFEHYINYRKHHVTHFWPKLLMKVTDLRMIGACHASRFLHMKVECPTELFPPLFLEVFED
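Decrease in fluorescence polarization of 20 nM Texas Red SRC2 coactivator peptide flagged inhibition of its binding to 0.6 uM TRb LBD; 1 uM T3 included, incubation 5 hr, ex 555/em 632 nm.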
RGS12 GoLoco inh: inhibitors of human Gai1-RGS12 GoLoco interaction (red fluorophore); Gai1:RGS12 GoLoco peptide FP, rhodamine, 10 min; Potency, µM (doses to about 61.6 µM), for the others: at the highest dose activity, negative = inhibition, usual class: inhibitors; 230,000 tested, 0.44% active; AID 880; active = well fitted inhibition curve with a large enough effect, not every such curve was filed as active; inactive = no such curve, though single readings can be large or run the other way; note: nearly all actives have a fitted effect of over 30% in size; many of its hits are not listed in these tables
Tau ThT inhib: inhibitors of human tau fibril formation, thioflavin T binding; P10636; 270,000 tested, 2.1% active; Potency, µM (titrated, usually from 57.4 µM), inactives show at the top dose activity, negative = inhibition, usual class: inhibitors; AID 1460; recombinant tau K18 P301L, heparin-induced fibrillization, ThT fluorescence; note: nearly all actives have a fitted effect of over 55% in size
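Using a mix of unlabeled (15 uM) and Alexa 594-labeled (0.24 uM) tau K18 P301L, heparin-triggered fibrillization over 6 hr at 37 C was scored by ThT fluorescence.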
L3MBTL1 block: inhibitors of human L3MBTL1. Potency, µM (top dose mostly 57.1 µM), inactives show top-dose activity, negative = inhibition, hits mostly inhibitors. AlphaScreen L3MBTL1–H3K9me1 peptide binding. Q9Y468. 230,000 tested, 0.66% active; note: nearly all actives have a fitted effect of over 60% in size
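Read-out is AlphaScreen signal from streptavidin donor and nickel chelate acceptor beads (10 ug/mL final each) bridging L3MBTL1 (50 nM) and biotinylated K9-monomethylated H3(1-15) peptide (75 nM), after 30 min compound exposure at room temperature.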
* = called active by the depositor; i = inactive; ? = inconclusive; nt = not tested or not shown; [ ] = another dose, or the depositor's remark. Unless noted, calls come from the whole dose curve; as a rule, active = well fitted curve in the direction sought with a large enough effect; inconclusive = small, poorly fitted or top-dose-only effect, or another doubt; inactive = no such curve, though single readings can be large; an effect the other way counts as inactive or inconclusive. Unless noted, % is set by controls: 0 for no effect and ±100 for the full control effect; potency is the fitted concentration of half-maximal effect. These rows are one share of the data; the hit share may differ from the screen's.

SMILES,Tau FP inhib,TR SRC2 fluor cs,JMJD2E inh,RECQ1 inh,TRb-SRC2 inh,RGS12 GoLoco inh,Tau ThT inhib,L3MBTL1 block
CC(C)OC(=O)C1CC(C)(O)C(=O)C(C(=O)OC(C)C)C1c1ccc([N+](=O)[O-])cc1 (stereo unspecified),10%,0%,-4%,5%,-4%,12%,-3%,nt
COc1ccc(C)cc1S(=O)(=O)N1CCCC(C(=O)NCC2CCCO2)C1 (stereo unspecified),5%,-1%,2%,i,-1%,-5%,-1%,5%
Cc1ccccc1NC(=O)c1ccc(-n2cncn2)nc1,6%,3%,?,10%,4%,-1%,-1%,11%
O=C(CCc1nnc(-c2ccccc2)o1)c1ccc(Cl)cc1,7%,-1%,8%,-8%,-2%,1%,-2%,-5%
COc1ccc(NC(=O)c2cc3nc(-c4ccc(Cl)c(Cl)c4)cc(C(F)(F)F)n3n2)c(OC)c1,0%,-16%,nt,nt,-1%,nt,-17%,nt
c1ccc(Cn2c(Sc3nnnn3-c3ccccc3)nnc2-c2ccccc2)cc1,3%,-3%,5%,-2%,-3%,-6%,-10%,-6%[11.4 µM]
O=C1/C(=C\c2ccsc2)N2CCC1CC2,6%,-2%,2%,24%,-7%,5%,nt,nt
O=C(NNC(=O)c1ccc[nH]1)Nc1cccc(C(F)(F)F)c1,1%,-3%,7%,i,4%,10%,-4%,7%
O=C(NCc1nc2ccccc2[nH]1)C1=C[C@@H](c2ccccc2)C[C@@H](OCCCCO)O1,-2%,-3%,-25%,-4%,-8%,6%,-17%,-5%
CC(=O)Nc1ccccc1OCC(=O)NCCc1ccc(Cl)cc1Cl,2%,2%,1%,1%,12%,nt,11%,-5%
CCc1ccc(NC(=O)CN2CCSc3ccc(S(=O)(=O)N4CCCC4)cc32)cc1,13%,-4%,nt,nt,-8%,nt,2%,nt
O=C(Cn1nc(Cl)nc1Cl)Nc1ccccc1,-5%,0%,-5%,-3%,-6%,13%,-4%,-1%
O=S(=O)(NCC(c1cccnc1)N1CCN(c2ccc(F)cc2)CC1)c1ccc(F)cc1 (stereo unspecified),3%,-1%,1%,-7%,2%,3%,-10%,-9%
COc1ccc(NC(=O)Cn2c(NCC(C)O)nc3ccccc32)cc1Cl (stereo unspecified),0%,-1%,8%,5%,-1%,0%,-3%,-3%
COCCCNC(=O)c1[nH]c2ccccc2c1Sc1ccc(C)cc1,4%,-1%,nt,nt,0%,nt,7%,nt
Cc1ccc(C(=O)Nc2ccc3c(c2)OCO3)cc1NC(=O)c1ccco1,11%,-1%,-7%,-7%,1%,3%,?,-6%
Cc1ccc2nc(SCn3nnc4ccccc4c3=O)[nH]c2c1,4%,6%,-2%,-1%,-6%,-7%,-6%,-14%
C=CCC(C#Cc1ccc(C)cc1)N(CC)CC (stereo unspecified),-1%,0%,-8%,-11%,-5%,-1%,-9%,nt
O=C(Cn1nnc(-c2cccs2)n1)NCc1ccco1,-3%,0%[53 µM],-1%,9%,-1%[53 µM],12%,-8%,-13%
CC(C)C1C(=O)Nc2ccc(S(=O)(=O)NCCc3ccc(Cl)cc3)cc21 (stereo unspecified),?,-4%,nt,nt,5%,nt,-3%,nt

Entries of single compounds, looked up by structure. Screens in order: Tau FP inhib, TR SRC2 fluor cs, JMJD2E inh, RECQ1 inh, TRb-SRC2 inh, RGS12 GoLoco inh, Tau ThT inhib, L3MBTL1 block
Cc1ccc(C(=O)Nc2ccc3c(c2)OCO3)cc1NC(=O)c1ccco1 across the screens: 11%, -1%, -7%, -7%, 1%, 3%, ?, -6%
COc1ccc(NC(=O)c2cc3nc(-c4ccc(Cl)c(Cl)c4)cc(C(F)(F)F)n3n2)c(OC)c1 across the screens: 0%, -16%, nt, nt, -1%, nt, -17%, nt
O=S(=O)(NCC(c1cccnc1)N1CCN(c2ccc(F)cc2)CC1)c1ccc(F)cc1 (stereo unspecified) across the screens: 3%, -1%, 1%, -7%, 2%, 3%, -10%, -9%
CC(C)OC(=O)C1CC(C)(O)C(=O)C(C(=O)OC(C)C)C1c1ccc([N+](=O)[O-])cc1 (stereo unspecified) across the screens: 10%, 0%, -4%, 5%, -4%, 12%, -3%, nt
COc1ccc(NC(=O)Cn2c(NCC(C)O)nc3ccccc32)cc1Cl (stereo unspecified) across the screens: 0%, -1%, 8%, 5%, -1%, 0%, -3%, -3%

Next results:
SMILES,Tau FP inhib,TR SRC2 fluor cs,JMJD2E inh,RECQ1 inh,TRb-SRC2 inh,RGS12 GoLoco inh,Tau ThT inhib,L3MBTL1 block
CCCCNC(C(=O)Nc1cccc(S(=O)(=O)N2CCOCC2)c1)c1ccccc1 (stereo unspecified),0%,1%,4%,-12%,0%,6%,-2%,-2%
O=C(COc1ccccc1F)OCc1cc(=O)n2nc(C3CC3)sc2n1,7%,-3%,nt,nt,-4%,nt,-13%,nt
COc1ccc(CCNc2oc(COc3ccc(Br)cc3)nc2C#N)cc1OC,-8%,-2%,3%,-9%,-8%,-3%,?,nt
CCN(C(=O)c1ccc2c(Cl)c3c(nc2c1)CCC3)c1cccc(C)c1,-3%,-1%,-2%,i,6%,0%,?,-9%
Cc1ccc(N2CC(C(=O)Nc3ccc4c(c3)OCCO4)CC2=O)cc1 (stereo unspecified),8%,0%,15%,i,-6%,11%,-8%,-2%
COc1ccc(CC(=O)N2CC3(C)CC2CC(C)(C)C3)cc1OC (stereo unspecified),5%,-2%,10%,-7%,2%,13%,-4%,-1%
Cc1nc2c(C(=O)N3CCOCC3)cnn2c(C)c1Cc1cccc(Cl)c1,4%,-2%,?,1%,6%,7%,-7%,-4%
CCCn1c(=O)c(C(=O)Nc2ccccc2C(=O)OC)c(O)c2ccccc21,-1%,0%,?,-15%,-12%,4%,-5%,6%
O=C(O)CCN1C(=O)c2ccc(Oc3ccc4c(c3)C(=O)N(CCC(=O)O)C4=O)cc2C1=O,7%,-6%,-5%,-9%,2%,3%,5%,nt
CCN1C(=O)/C(=C\c2ccc(F)cc2)N=C1SCC(=O)NCc1ccco1,1%,-4%,-23%,i,-4%,9%,0%,-2%
Cc1cccc(NC(=O)COc2ccccc2C)n1,?,2%,10%,-1%,-8%,5%,-4%,nt
Cc1cc(C)c(C#N)c(SCC(=O)Nc2nnc(-c3ccccc3)s2)n1,-10%,-5%,?,i,3%,11%,?,nt
COC(=O)c1c(NC(=O)C2c3ccccc3Oc3ccccc32)sc2c1CCC(C(C)(C)C)C2 (stereo unspecified),?,-17%,nt,nt,-3%,nt,2%,nt
COc1cccc(NC(=O)C2CCCN2S(=O)(=O)c2ccc3c(c2)C(C)(C)C(=O)N3C)c1 (stereo unspecified),7%,-2%,nt,nt,-8%,nt,-6%,-7%
COc1ccc(-c2nc3c(c4c2C[C@H](c2ccccc2)OC4)CN(C(=O)c2ccco2)CC3)c(C)c1,-3%[11.6 µM],-4%[11.2 µM],-2%[11.4 µM],i[11.5 µM],-1%[11.2 µM],4%[14.2 µM],-13%[11.5 µM],nt
CC(=O)Nc1nccc(-c2cc(-c3ccccc3)no2)n1,4%,-1%,-8%,1%,-1%,0%,-14%,7%
O=C(C1CCC(=O)N1Cc1ccccc1Cl)N1CCN(c2ccc(F)cc2)CC1 (stereo unspecified),0%,-1%,2%,-4%,-3%,3%,-5%,-1%
O=C(c1cnccn1)N(Cc1ccco1)C1(C(=O)NC2CCCC2)CCCCC1,9%,1%,0%,-3%,-4%,-6%,-9%,nt
O=C(Nc1cccc(Cl)c1)c1cnc[nH]1,-1%,-1%,nt,nt,-13%,nt,-9%,nt
CCOC(=O)CSc1nc2sc(C)c(C)c2c(=O)n1N,-8%,0%,-3%,4%,3%,-6%,-3%,8%
O=C(Nc1ccc(Cl)cc1)N1CCc2[nH]c3ccccc3c2C1,15%,1%,-5%,-14%,2%,-12%,?,-12%
CN(C)S(=O)(=O)c1cccc(COC(=O)c2ccc(Cl)cc2O)c1,4%,0%,-19%,-10%,-10%,7%,nt,nt
c1ccc(CN(Cc2cccs2)C(c2cccs2)c2nnnn2C2CCCC2)cc1 (stereo unspecified),-2%,0%,2%,i,-1%,8%,-2%,nt
Cc1ccc(Cn2ccc(=O)c(Cc3c(Cl)cccc3Cl)c2C)cc1,4%,-7%,0%,-10%,-1%,11%,-12%,-7%
CCC(C)NC(=O)CSCc1nc(-c2ccc(C)cc2)oc1C (stereo unspecified),-10%,0%,nt,nt,-1%,nt,-15%,nt
CC(C)(C)OC(=O)N1CC(O)CC1C(=O)OCC(=O)c1ccccc1 (stereo unspecified),-4%,-3%,3%,2%,3%,-1%,-4%,1%
O=C(C1=C(O)/C(=C/c2ccc(O)cc2)CCC1)C(F)(F)F,?,-4%,?,-5%,3%,41%[activator],28µM*,-1%
Cc1ccc(C)c(NS(=O)(=O)c2cc(C(=O)Nc3cccc(N(C)S(C)(=O)=O)c3)ccc2C)c1,?,-2%,-19%,-7%,-10%,0%,-14%,2%

Some of these compounds in order of number of heavy atoms, low to high:
SMILES,Tau FP inhib,TR SRC2 fluor cs,JMJD2E inh,RECQ1 inh,TRb-SRC2 inh,RGS12 GoLoco inh,Tau ThT inhib,L3MBTL1 block
O=C(C1=C(O)/C(=C/c2ccc(O)cc2)CCC1)C(F)(F)F,?,-4%,?,-5%,3%,41%[activator],28µM*,-1%
CCC(C)NC(=O)CSCc1nc(-c2ccc(C)cc2)oc1C (stereo unspecified),-10%,0%,nt,nt,-1%,nt,-15%,nt
Cc1ccc(Cn2ccc(=O)c(Cc3c(Cl)cccc3Cl)c2C)cc1,4%,-7%,0%,-10%,-1%,11%,-12%,-7%
